Screens from PubChem.
INS-1E GSIS act: primary screen for activators of insulin secretion dependent on glucose, INS-1E cells, GLuc reporter luminescence; hit rate 0.61% among 370,000; INS-1E GLuc reporter insulin secretion, 2-3 h; activation, % at 16.6 µM;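 active means lowest replicate activation of at least 40%, so every replicate reaches that level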;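 further: 0% = median of neutral control wells and 100% = median of IBMX positive control wells; some compounds called inactive have numbers as strong as hits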
PAX8 reporter: PAX8 transcriptional activity inhibition; hit rate 1.2% among 360,000; inhibition, % at 12.6 µM; AID 652154; RMG-I TPO-luciferase reporter, SteadyGlo, 24 h;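 active means mean replicate inhibition at least 60% with every replicate also reaching 60%; inconclusive means only one of the two criteria is met; inactive means mean below 60% and not all replicates reaching 60%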;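 further: luciferase light reporting Pax8 driven TPO promoter activity; plate controls were median of neutral control wells for no effect and mitoxantrone controls for full effect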
EWS-Fli block: inhibitors of EWS/Fli oncoprotein transcriptional activity | A673 NR0B1-luciferase reporter, viability-normalised | inhibition, % at 12.6 µM | hit rate 0.67% among 350,000;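 active means mean inhibition of at least 50% after viability correction, with every replicate also passing that limit; inconclusive means mean reaches 50% but only one of two replicates passes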;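 further: firefly luciferase signal divided by Alamar Blue viability fluorescence both relative to DMSO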
FN deposition inh: fibronectin deposition inhibition; AH1F fibroblasts, Alexa488-fibronectin deposition fluorescence, overnight; inhibition, % at 12.6 µM; hit rate 0.086% among 350,000; AID 743247;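 active means mean inhibition across replicates of 30% or more, regardless of how many single replicates reach that level; inconclusive means mean under 30% yet at least half of replicates reach 30%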;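 further: positive control wells lacked labelled fibronectin entirely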
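Assay system: AH1F fibroblasts assembling fluorescent fibronectin matrix; Amount: 10000 AH1F cells per well; Buffer or medium: DMEM, 2% serum; Probe or stimulus: Alexa488-fibronectin, 24 nM final in well; Doses: single compound dose, delivered by pin transfer; Incubation: 1 h adhesion, overnight exposure; Measured by: fluorescence 485/525 nm; Read-out: fibronectin deposition inhibition.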
F508del corr: CFTR F508del correction in bronchial cells. activity (quench increase), % at 7.58 µM. CFBE cells, YFP halide quenching; stimulated with forskolin plus potentiator P3; % fluorescence drop versus neutral controls. hit rate 0.36% among 350,000;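 active means mean added fluorescence quench of at least 8% versus neutral control, with both replicates also reaching 8%; inconclusive means only one of the mean or replicate conditions met; inactive means mean below 8% and not both replicates reaching 8%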;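 further: cells transiently co-express mutant CFTR-F508del with the halide-sensitive YFP; corrector assay measuring rescue of mutant channel to the surface after 24 h compound exposure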
miR-122 sensor: inhibitors of miR-122 in Huh7 cells. Huh7 miR-122 Renilla luciferase sensor, 48 h; neutral wells = 0, positive control = 100. activation (reporter increase), % at 12.5 µM. hit rate 0.3% among 340,000;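 active means mean replicate activation score at least 90 and every replicate individually at or above 90; inconclusive means only one of the two criteria met; inactive means neither criterion met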;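 further: higher luciferase means less miR-122 activity so hits act as miR-122 inhibitors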
DENV2 CPE rescue: DENV2-induced cell death inhibition; CPE inhibition, % at 9.99 µM; hit rate 1.7% among 350,000; DENV2-infected cells, cytopathic effect rescue, plate reader; in the data active means CPE inhibition above about 20%, passing the limit was not always enough; inconclusive means no clear call, values can overlap the other calls; tested in BHK-21 cells;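 further: 0% = median of neutral control wells and 100% = median of positive control wells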
Active calls of the source: *; ? = inconclusive; . = not tested or not shown; [ ] = dose if it differs, or a comment. Outcome played no part in choosing rows (roughly 3.9% active in at least one column).

SMILES	INS-1E GSIS act	PAX8 reporter	EWS-Fli block	FN deposition inh	F508del corr	miR-122 sensor	DENV2 CPE rescue
O=C(C[C@@H]1C[C@@H]2c3cc(NC(=O)CC4CC4)ccc3O[C@@H]2[C@H](CO)O1)NCc1ccccn1	5.9	10.6	-2.5	-31.9	-0.5	-8.9[16.7 µM]	-9.9
COc1ccc(NC(=S)N2CCN(S(=O)(=O)c3ccc(OC)cc3)CC2)cc1	-9.5	3.5	.	-0.6	-0.3	10.3	-2.4
Cn1c(=S)[nH]c(=O)c2ncc(=O)[nH]c21	2.5	8.0	9.2	-1.4	1.2	.	.
Nc1nnc(CCS(=O)(=O)c2ccc(Br)cc2)s1	9.4	10.4	5.5	-7.5	-2.2	.	1.5
COc1ccc(C2Nc3ccccc3NC3=C2C(=O)CC(C)(C)C3)cc1 (centres undefined)	-8.2	19.7	-3.3	0.6	-1.0	-3.8	-3.8
COCC(=O)N1[C@@H]2c3ccc(/C=C/c4ccccc4)c(=O)n3C[C@H]1[C@H](CO)[C@H]2C(=O)N1CCOCC1	4.3	-4.2	-2.6	13.0	.	.	6.3
Cc1c2ccccc2c(C)c2c1ccc1ccccc12	.	37.7	-2.8	-9.1	-5.7	-18.0	8.7
C/C(N)=C(/C#N)C(=O)CSc1nc2ccccc2c(=O)n1CCCOC(C)C	1.1	22.3	-1.3	1.6	2.2	5.6	-1.3
O=C(CC(NC(=O)OCc1ccccc1)C(=O)OCc1ccccc1)OCc1ccccc1 (centres undefined)	.	10.1	-4.6	.	0.3	-3.3	-0.4
CCC(=O)N1[C@H](CN(C)C(C)=O)[C@@H](c2ccc(C3=CCCCC3)cc2)[C@@H]1CO	-6.8	0.6	5.4	-13.6	-0.1	14.3[16.7 µM]	34.2
O=C(Oc1ccccc1Cl)c1ccccc1P(=O)(O)O	22.3	.	.	-5.2	.	-2.6	.
COC(=O)C1=C(C)N(Cc2ccccc2)C(=NCc2cc(OC)c(OC)c(OC)c2)N[C@H]1CCc1ccccc1	-18.1	5.6	18.3	2.5	-1.0	-5.3	?
O=c1[nH]cnc2c1ncn2[C@@H]1O[C@H](CO)[C@@H](O)[C@H]1O	.	-9.8	-7.5	-1.5	-0.8	-2.0	2.1
COc1ccc(C(=O)Nc2nc(N)n(-c3ccccc3)n2)cc1	8.1	-10.0	.	-5.2	.	.	.
O=C(NC(=S)Nc1ccc(F)cc1)c1ccc2c(c1)OCCO2	8.3	-166.6	-19.1	2.0	2.2	.	4.2
COc1ccc([Si](C)(C)[C@@H]2[C@@H](CCO)O[C@]3(C(=O)N(Cc4ccccc4)c4ccc(N5CCC5=O)cc43)[C@H]2C)cc1	.	100.5*	12.7	.	-1.5	.	-5.3
COCCN(C(=O)COC(=O)CCCc1c[nH]c2ccccc12)c1c(N)n(Cc2ccccc2)c(=O)[nH]c1=O	-5.5	17.6	6.6	1.3	0.3	0.5	-7.9
O=C(NC1=NCCS1)c1ccc(Cl)s1	19.1	.	.	-2.4	.	-8.3	.
Cc1noc(C)c1NC(=O)N(C)C[C@@H]1Oc2ccc(NC(=O)c3ccncc3)cc2CC(=O)N([C@@H](C)CO)C[C@@H]1C	14.0	-14.4	11.2	-4.6	0.3	2.8[16.7 µM]	?
COc1cc(/C=C/C(=O)O)cc(S(=O)(=O)Nc2ccc3c(c2)OCO3)c1OC	-3.3	-1.0	-7.4	-0.9	0.8	-3.8	-1.5
COc1ccc2c(c1)CCc1c(C(=O)NC3CCCCC3)noc1-2	-28.6	.	.	-4.8	.	-3.7	.
O=C(Nc1ccc2c(c1)[nH]c(=O)c1ccccc12)C(F)(F)F	25.5	.	-42.7	9.5	-0.2	.	-3.1
Cc1ccc(/C=N/N2C(=S)SC(C)(C)C2N(O)C(=O)Nc2ccc([N+](=O)[O-])cc2)cc1 (centres undefined)	.	-5.9	.	1.7	.	16.2	.
CCOC(=O)c1c(C)[nH]c(C2=NNC(=NC(C)COC)SC2)c1C (centres undefined)	6.8	-65.0	-29.8	.	0.9	.	-2.1
CC1(C)CC(=O)C=C(NCc2ccccc2)C1	-13.6	.	-1.4	.	-4.8	-4.5	-5.3
OCCCN1CCN(CCCOc2ccccc2-c2ccccc2)CC1	16.3	1.0	.	-4.0	.	0.1	.
O=C(Nc1cc(S(=O)(=O)N2CCOCC2)ccc1Cl)C1CCC1	25.5	2.2	-1.5	-12.6	-3.2	.	18.7
CCOc1ccc(NC2=C(OC)C(=O)c3ccccc3C2=O)cc1	-23.7	-29.3	.	-10.4	.	.	.
O=C(CCN1CCCO1)N1CCCC(Nc2cccc(F)c2)C1 (centres undefined)	.	1.7	6.8	-0.9	1.6	.	?
O=S1(=O)NC[C@]23C[C@H](c4ccc(F)cc4)[C@@H](C[C@@H]21)O3	-2.2	-5.7	-3.9	-2.9	2.1	-16.2	.
O=C(CNC(=O)c1nc[nH]c1C(=O)NCC(=O)OCc1ccccc1)OCc1ccccc1	2.3	-9.2	-4.1	1.1	1.8	4.2	-10.0
O=S(=O)(c1ccc(F)cc1)N1CCCCN2[C@@H](CO)[C@H](c3ccc(C#CC4CC4)cc3)[C@@H]2C1	-7.7	13.5	-0.4	.	-0.5	-2.0[16.7 µM]	-28.4
COc1cc(/C=C(\C#N)C(=O)Nc2cc(C(F)(F)F)ccc2Cl)ccc1OCC(=O)Nc1cccc(C(F)(F)F)c1	2.6	6.1	0.4	12.7	.	-2.0	9.3
CCC(C)Sc1ccc(-c2nc3ccc(Cl)cn3c2NCc2ccccc2)cc1 (centres undefined)	-13.1	-235.9	-100.2	-1.7	3.3	-5.2	14.9
O=C(Nc1cccc(F)c1)N1CC(=O)N2[C@H](CO)[C@H](c3ccc(C#Cc4cccnc4)cc3)[C@@H]2C1	9.4	.	.	.	-1.2	.	5.3
COc1ccc(-c2nn(Cc3ccccc3)cc2C(=O)N2CCN(c3ncccn3)CC2)cc1	-12.5	14.5	8.0	-3.0	1.9	30.9	-3.9
CN1CCN(CC(C)(C)NS(=O)(=O)c2ccccc2)CC1	.	6.3	-6.6	.	2.1	3.9	4.5
O=C(NCc1ccccc1)[C@@H]1CCCN1C(=O)[C@@H]1CCCN1C(=O)c1cccs1	18.7	-13.9	-3.2	-13.5	2.7	.	9.3
CCOc1ccc(N2C(=O)C(Cl)=C(N3CCOCC3)C2=O)cc1	0.5	2.3	18.4	-4.0	0.6	6.7	-2.3
COc1ccc(C2Nc3ccccc3C(=O)N2c2ccccc2)cc1Cn1cc([N+](=O)[O-])cn1 (centres undefined)	-15.0	-4.0	-7.6	2.0	-5.4	-0.2	-3.1
COc1cc(OC)cc(C(=O)NCC2CCCN(C(=O)c3oc(C)cc3C)C2)c1 (centres undefined)	2.2	-18.1	-1.7	4.6	-0.7	-7.1	8.3
Cc1noc(C)c1NC(=O)N(C)C[C@@H]1Oc2c(NC(=O)C3CCOCC3)cccc2C(=O)N([C@H](C)CO)C[C@H]1C	10.1	.	-1.5	-3.6	1.1	0.9[16.7 µM]	6.8
COc1ccc(-n2c(SCC(=O)Nc3ccc4c(c3)OCO4)nc3c(c2=O)SCC3)cc1	-31.3	13.4	1.8	-17.4	-0.7	.	-2.5
Cc1cc2cc(CNC(=O)Nc3ccccc3)ccc2n1C	-1.0	.	-14.2	.	-3.1	12.2	.
COc1ccc(C2c3cc(OC)c(OC)cc3CCN2S(C)(=O)=O)cc1OC (centres undefined)	4.9	-13.4	-2.0	3.0	0.0	-6.3	.
COc1ccc(NC(=O)COc2ccc(N(C)S(=O)(=O)c3ccc(C)cc3)cc2)cc1	-38.0	-8.9	.	.	.	-3.1	.
COc1cccc(CN2CCNC(=O)C2CC(=O)NC2CCCC2)c1OC (centres undefined)	26.1	20.8	-3.9	2.5	0.2	2.4	2.6
COc1cccc(S(=O)(=O)N[C@@H]2CC[C@H](CCN)O[C@@H]2CO)c1	-6.2	-2.0	-5.4	-8.8	-1.6	.	-10.1
COc1cc(OC)cc(C(=O)Nc2cccc3nc(C)ccc23)c1	7.9	33.0	6.0	4.1	-0.6	-4.5	2.9
N#Cc1ccc2c(c1)nc1ccccn12	31.1	-9.5	-0.5	0.2	0.5	.	0.8
Cc1ccc(S(=O)(=O)N[C@H]2CC[C@@H](CCNC(=O)C3CCCC3)O[C@H]2CO)cc1	5.4	2.9	8.5	-12.2	0.1	-5.3[16.7 µM]	5.7
O=C(NCc1csc(-c2cccs2)n1)C1CC1	.	-52.9	-43.3	-18.8	-2.7	.	-2.1
C[C@H](CO)N1C[C@H](C)[C@H](CN(C)Cc2ccccc2)Oc2ccc(NC(=O)NC3CCCCC3)cc2C1=O	-3.8	-4.9	-3.8	.	-0.1	0.7[16.7 µM]	-12.2
Cc1c(C(=O)NNC(=S)Nc2ccc(S(N)(=O)=O)cc2)oc2ccccc12	-28.2	.	-22.1	-2.6	4.2	-5.8	2.6
CCOc1ccc(N2Cc3ccccc3C2)cc1	1.7	.	-100.6	.	2.8	-1.2	0.3
CCCCCCCCCCCCN1C(=O)CSC1c1cccnc1 (centres undefined)	.	39.5	15.8	-15.2	-2.5	.	-12.8
COc1cccc(/C=N/NC(=O)c2c(C)nc3ccc(Cl)cn23)c1O	-18.5	27.2	3.8	7.5	5.1	.	19.2
COc1ccccc1C(=O)NC(=O)CSc1nnnn1C	2.1	0.8	1.7	-2.5	-1.1	-2.0	1.6
COc1ccc(S(=O)(=O)N2CCCC2CNC(=O)C(=O)NC2CCCCCC2)cc1 (centres undefined)	-23.9	21.4	-1.9	-3.6	1.9	.	-6.6
COc1ccc(/C=N/OC(=O)Nc2ccccc2OC)cc1	-4.9	-49.4	10.6	14.8	4.9	.	8.1
Other compounds follow:
SMILES	INS-1E GSIS act	PAX8 reporter	EWS-Fli block	FN deposition inh	F508del corr	miR-122 sensor	DENV2 CPE rescue
CCNc1ccc(C(=O)OCC(=O)N2c3ccccc3NC(=O)C2(C)C)cc1[N+](=O)[O-]	9.4	22.5	11.8	-10.4	-1.6	.	-0.3
C[C@@H]1CN([C@@H](C)CO)C(=O)c2ccccc2-c2ccccc2CO[C@H]1CN(C)C(=O)Nc1ccc(F)cc1	-11.1	-27.3	-2.6	8.0	0.0	.	-2.1
Cc1c(CC(=O)N2CCN(C(=O)C3COc4ccccc4O3)CC2)c(=O)oc2cc(O)ccc12 (centres undefined)	-6.6	-10.1	.	13.5	0.9	-1.6	-3.9
Cc1cc(C(=O)Nc2cccc3c2O[C@H](CN(C)Cc2ccc(Oc4ccccc4)cc2)[C@@H](C)CN([C@H](C)CO)C3=O)n(C)n1	-23.5	75.6*	-17.2	.	-6.2	10.2[16.7 µM]	-5.9
O=C(C1=C[C@@H](c2ccccc2)C[C@@H](OCc2ccc(CO)cc2)O1)N1CCCCCCC1	1.5	-0.2	10.6	8.8	-3.7	.	1.4
COC(=O)c1ccc(CNC(=O)COC(=O)c2cc(Cl)ccc2O)cc1	9.6	0.2	-6.9	-5.0	0.5	1.7	-4.6
CN(C)CC(=O)N1CC2(C1)[C@H](c1ccccc1)[C@H](CO)N2C(=O)C1CCCCC1	7.2	.	2.7	-7.6	-0.7	.	6.3

Single records, as listed above.
`CN(C)CC(=O)N1CC2(C1)[C@H](c1ccccc1)[C@H](CO)N2C(=O)C1CCCCC1` is listed as INS-1E GSIS act: 7.2; PAX8 reporter: .; EWS-Fli block: 2.7; FN deposition inh: -7.6; F508del corr: -0.7; miR-122 sensor: .; DENV2 CPE rescue: 6.3
`O=C(C1=C[C@@H](c2ccccc2)C[C@@H](OCc2ccc(CO)cc2)O1)N1CCCCCCC1` is listed as INS-1E GSIS act: 1.5; PAX8 reporter: -0.2; EWS-Fli block: 10.6; FN deposition inh: 8.8; F508del corr: -3.7; miR-122 sensor: .; DENV2 CPE rescue: 1.4
